Fh CTSL1 inh: counter-screen for PFM18AAP inhibitors: inhibitors of F. hepatica cathepsin L1 | recombinant F. hepatica cathepsin L1, Z-Leu-Arg-MCA fluorescence | inhibition, % at 5.96 µM | 300,000 tested, 0.49% active | AID 1906;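 active means inhibition above the mean of all tested compounds plus 3 SD, set per screening campaign, cut at about 17% in these data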;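 further: 0% = plate median of test compound wells and 100% = 1 µM Z-Phe-Ala-diazomethylketone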
HCV core dimer: blocks dimerization of HCV core protein. 300,000 tested, 0.33% active. inhibition, % at 5 µM. TR-FRET GST/Flag-core106 dimerization, 1536-well. AID 1899;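 active means inhibition above the mean of all tested compounds plus 3 SD, set per screening campaign, cut at about 45% in these data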
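Assay system: GST-tagged and Flag-tagged HCV core protein residues 1-106 / Times: compound-protein-antibody incubation 4 h at 22.5 °C / Signal: time-resolved FRET, ex 340 nm, em 617 and 671 nm / Evaluation: % inhibition based on acceptor/donor emission ratio / Benchmarks: wells lacking GST-core106 and wells with excess unlabelled core106 / Repeats: singlicate, one well per compound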
PP5 primary: PP5 (human) phosphatase inhibition. 320,000 tested, 0.18% active. purified PP5c, OMFP substrate fluorescence. inhibition, % at 6.7 µM;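 active means inhibition above the campaign's mean inhibition across all tested compounds plus 3 SD, cut at about 9.5% in these data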;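 further: 0% = DMSO only and 100% = 100 µM cantharidin control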
proCasp7 act: counter-screen for procaspase-3 activators: activators of human procaspase-7 | P55210 | recombinant procaspase-7, Ac-DEVD-pNA absorbance 405 nm; D23A/D198A/D206A triple mutant, cannot self-cleave; scale: DMSO 0, 5 µM enzyme 100 | activation, % at 8.5 µM | 330,000 tested, 0.093% active | AID 463210;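 active means percent activation above the screen-wide mean plus 3 SD, cut at about 25% in these data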
Target sequence (P55210 whole entry D23A/D198A/D206A): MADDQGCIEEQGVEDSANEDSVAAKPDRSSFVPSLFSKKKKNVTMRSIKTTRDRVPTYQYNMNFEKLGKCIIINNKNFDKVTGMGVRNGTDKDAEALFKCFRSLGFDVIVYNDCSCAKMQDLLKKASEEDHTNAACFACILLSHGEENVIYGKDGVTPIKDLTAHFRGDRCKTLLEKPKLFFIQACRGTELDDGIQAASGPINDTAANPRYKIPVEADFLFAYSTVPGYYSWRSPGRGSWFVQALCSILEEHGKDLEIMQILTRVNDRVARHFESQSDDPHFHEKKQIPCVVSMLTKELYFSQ
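Assay system: Uncleavable procaspase-7 mutant enzyme / Input: 2 µM procaspase-7 mutant as dispensed / Dosing: single nominal 8.5 µM compound dose, 0.8% DMSO final / Timing: 1 h enzyme–compound preincubation and 2 h substrate reaction, both 25 °C / Detection: p-Nitroaniline absorbance at 405 nm, read at 0 and 120 min / Replication: singlicate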
procasp3 activ: activators of human procaspase-3; P42574; recombinant procaspase-3 D3A, Ac-DEVD-pNA absorbance 405 nm; activation, % at 8.5 µM; 330,000 tested, 0.11% active;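 active means activation above the mean of all tested compounds plus 3 SD, cut at about 21% in these data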;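 further: 0% = DMSO alone and 100% = DMSO wells spiked with extra 5 µM PC-3 D3A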
Target sequence (P42574 whole entry D9A/D28A/D175A): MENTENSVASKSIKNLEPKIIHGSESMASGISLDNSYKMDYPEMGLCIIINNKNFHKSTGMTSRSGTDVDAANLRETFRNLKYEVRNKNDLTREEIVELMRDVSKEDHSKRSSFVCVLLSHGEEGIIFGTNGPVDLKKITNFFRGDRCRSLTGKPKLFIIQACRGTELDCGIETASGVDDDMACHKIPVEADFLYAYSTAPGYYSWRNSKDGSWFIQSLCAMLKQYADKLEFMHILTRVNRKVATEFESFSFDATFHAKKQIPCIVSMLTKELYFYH
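assay system = Procaspase-3 D3A mutant | signal = absorbance at 405 nm, 0 and 120 min | times = 1 h preincubation plus 2 h reaction at 25 °C | repeats = single replicate | read-out = % activation between DMSO and enzyme-spiked controls | medium = Zinc-free HEPES saline buffer with Triton X-100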
GRK2 aptamer HTS: blocks RNA aptamer binding to human GRK2; bead flow cytometry, FAM-aptamer displacement from GRK2; inhibition of aptamer binding, % at 10 µM; 330,000 tested, 0.59% active; AID 488847;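 active means inhibition of aptamer binding above 40%, roughly 3 SD of noise, on plates passing a quality check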;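 further: median bead fluorescence of bound FAM aptamer so fluorescent compounds give negative values; no value below 0 was filed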
VLA-4 inh: inhibition in a human VLA-4 binding assay; VLA-4 expressing cells, ligand binding flow cytometry; inhibition, % (about 7 µM as worked out from the volumes in the protocol); 330,000 tested, 0.2% active; in the data active means inhibition above about 50%
PP1 counter: blocks human PP1-alpha phosphatase, a PP5 counter-screen | purified PP1alpha, OMFP fluorescence | inhibition, % at 6.7 µM | 320,000 tested, 0.9% active | P62136;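 active means inhibition above the mean inhibition of all tested compounds plus 3 SD, computed separately for each screening campaign, cut at about 15% in these data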
JMJD2C inh: human JMJD2C demethylase inhibition; Q9H3R0; GST-JMJD2C(1-420) H3K9me3 demethylation, DELFIA europium; inhibition, % at 2.35 µM; 330,000 tested, 0.069% active;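 active means more than half of a compound's replicate wells show inhibition beyond 50%, single wells judged on their own value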;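 further: signal counts dimethyl H3K9 product captured on neutravidin plate; 0% = median of DMSO wells and 100% = 0.3 times that DMSO median; strong numbers were not always called active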
Target sequence (Q9H3R0 1-420 limits assumed): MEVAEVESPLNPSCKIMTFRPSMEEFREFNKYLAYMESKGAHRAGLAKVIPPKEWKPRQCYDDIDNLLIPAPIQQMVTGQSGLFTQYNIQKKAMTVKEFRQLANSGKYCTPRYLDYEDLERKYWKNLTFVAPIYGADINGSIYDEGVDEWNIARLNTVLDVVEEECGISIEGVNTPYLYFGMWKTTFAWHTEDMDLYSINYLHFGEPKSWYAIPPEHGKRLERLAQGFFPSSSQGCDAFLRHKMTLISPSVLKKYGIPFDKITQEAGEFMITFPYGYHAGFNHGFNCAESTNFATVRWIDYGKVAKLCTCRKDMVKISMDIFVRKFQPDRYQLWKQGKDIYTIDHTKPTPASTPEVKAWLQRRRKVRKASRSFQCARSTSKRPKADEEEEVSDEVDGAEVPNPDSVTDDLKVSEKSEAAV
The depositor's hits bear a star; i = inactive; · = no result given. Compounds were not picked by outcome; any-hit rate near 2.6%.

SMILES	Fh CTSL1 inh	HCV core dimer	PP5 primary	proCasp7 act	procasp3 activ	GRK2 aptamer HTS	VLA-4 inh	PP1 counter	JMJD2C inh
Cc1[nH]c2ccccc2c1/C=N/Nc1ccccc1[N+](=O)[O-]	3	-30	6.1	-4	10	0	12	7	18
Cc1ccc(C2=NS(=O)(=O)N(C)C(C(=O)NCc3ccco3)=C2)cc1	3	2	0.6	7	-2	1	34	3	2
O=C(CSc1nccc(=O)[nH]1)Nc1ccc(Oc2ccccc2)cc1	-5	8	-1.7	7	4	0	26	-1	-3
Cc1ccccc1S(=O)(=O)Nc1cccnc1	1	-10	0.7	3	4	2	8	-6	-2
CCc1ccccc1NC(=O)N[C@@H](C)C(=O)O	0	-2	7.7	14	4	0	·	-1	-36
Cn1c(=O)[nH]c2cc(Cl)cnc21	-4	-4	-0.7	-2	7	3	8	-4	0
O=C(Cc1cccc2ccccc12)Nc1ccc(Br)cc1C(=O)O	-1	15	3.6	5	-3	5	-17	2	-4
CCc1c(C)nc2ncnn2c1NCCc1ccc(OC)cc1	1	2	-0.4	-1	5	2	-6	0	-7
CCC(C)(C)n1nnnc1C(c1ccc2ncccc2c1)N1CCN(Cc2ccc3c(c2)OCO3)CC1 (configuration not stated)	-4	7	1.0	0	10	1	-1	-3	i
CC(C)c1nnc(NC(=O)C2CCN(c3nc4ccccc4s3)CC2)s1	-1	6	3.1	-4	4	1	15	1	7
COC(=O)CN1C(=O)COc2ccc(S(=O)(=O)N3CCOCC3)cc21	2	0	-0.1	8	7	0	6	-2	1
O=C(CCc1nc2ccccc2c(=O)[nH]1)N1CCN(S(=O)(=O)c2ccc(F)cc2)CC1	·	·	0.9	-1	10	4	4	-1	-12
COc1ccc(-c2csc(/C(C#N)=C(\O)CSc3nccn3C)n2)cc1OC	-1	-2	-0.5	1	-1	2	-4	-1	6
CC1CCN(C(=O)Cn2c(=O)oc3cc(S(=O)(=O)N4CCCCC4)ccc32)CC1	1	-1	-0.8	8	-1	0	-14	-4	8
Cc1cccc2c1CC(C)(C)N=C2C1=C(O)CC(C)(C)CC1=O	2	-6	2.9	0	6	0	-4	4	10
COc1cccc(NC(=O)CCc2c(C)nc3nc(CNC(=O)c4cccc(F)c4)nn3c2C)c1	2	-1	0.1	-1	4	0	-11	-4	5
CN(C)Cc1c(C(=O)N/N=C/c2ccc(OCc3ccc(F)cc3)cc2)nnn1-c1nonc1N	-4	-3	3.4	-13	-4	0	13	2	10
O=[N+]([O-])/C(C(Cl)=C(Cl)Cl)=C(/Sc1ccccc1)N1CCCCC1	1	0	-0.3	-1	8	1	8	-8	-10
Clc1ccc2c(c1)C(N1CCNCC1)Cc1ccccc1S2 (configuration not stated)	3	-6	0.5	0	-3	0	12	14	-20
CCCCn1c(N)c(N(CC(C)C)C(=O)CN(C)S(=O)(=O)c2ccc(F)cc2)c(=O)[nH]c1=O	5	-2	-0.1	2	7	0	-7	-4	25
CCCCOC(=O)C1=C(C)NC(=O)NC1c1ccc(OC)cc1 (configuration not stated)	-3	-10	-3.7	-16	2	8	10	-8	-2
CC(C)(C)c1nc(CN2CCCCC2)cc(CN2CCCCC2)c1O	-1	0	1.7	-5	2	0	8	1	25
CCN1C(=O)/C(=C/N(C(C)=O)c2ccccc2)N(c2ccccc2)C1=S	4	-10	0.0	-8	-2	0	6	7	10
CN(C)S(=O)(=O)c1ccc(C(=O)Nc2ccc3nc(N4CCOCC4)sc3c2)cc1	·	·	·	-10	0	1	10	·	-7
COc1ccc(CCNS(=O)(=O)c2ccc(S(=O)(=O)N3CCCC3)cc2)cc1OC	4	-11	2.1	9	6	2	-10	3	·
The listing continues:
SMILES	Fh CTSL1 inh	HCV core dimer	PP5 primary	proCasp7 act	procasp3 activ	GRK2 aptamer HTS	VLA-4 inh	PP1 counter	JMJD2C inh
CSCCC(NC(=O)c1ccccc1)C(=O)OCC(=O)c1ccc[nH]1 (configuration not stated)	3	24	-1.0	-5	1	5	0	2	-4
Cc1ccc(NC(=O)CN2c3cccc4cccc(c34)S2(=O)=O)cc1	·	·	·	-6	4	0	2	·	1
O=C(COC(=O)c1ccc([N+](=O)[O-])o1)Nc1cccc(S(=O)(=O)N2CCOCC2)c1	-9	-5	3.6	8	-11	0	11	0	-6
CCOc1ccc2ccccc2c1CNCCN1CCOCC1	0	-4	-1.4	1	6	0	0	-2	2
CCC(O)(C(=O)Nc1ccccc1C(F)(F)F)c1ccccc1OC (configuration not stated)	·	·	0.9	-15	0	6	10	1	7
COc1ccccc1CC(=O)Nc1ccc(F)cc1F	0	-1	-0.1	13	5	1	-2	-1	-1
Clc1ccccc1OCCn1nnc2ccccc21	-2	5	8.8	-2	10	5	18	0	4
COc1ccc(CN(CC2CCCO2)C(=O)CN2C(=O)COc3ccccc32)cc1OC (configuration not stated)	-3	-3	2.6	3	2	0	4	-3	2
CCOc1ccc(-c2c(C(=O)N/N=C/c3ccc(C)cc3)nnn2-c2nonc2N)cc1	-1	10	-0.3	3	-4	0	-3	3	4
COc1ccc(OC)c(CN2CCC(Cc3ccccc3)CC2)c1	0	3	1.2	6	4	2	6	0	-9
Cc1ccc(OC(=O)C(F)(F)F)c2c1NCCC2	1	-1	2.2	7	8	0	-2	-8	1
O=C(O)C[C@H]1c2cc(F)ccc2S(=O)(=O)N1C1CCCC1	1	-10	1.8	-1	-2	44*	19	1	-12
COc1ccc2c(c1)CCN(C(=O)CCl)C2C1C(=O)CCCC1=O (configuration not stated)	6	4	0.9	-3	5	0	-1	-1	6
COc1ccc([N+](=O)[O-])cc1NC(=O)CCC(=O)c1cccs1	-2	0	-0.4	0	8	1	2	-1	0
COc1cc2c(cc1OC)C(c1cc3ccc(C)cc3[nH]c1=O)N(C(=O)c1ccco1)CC2 (configuration not stated)	-6	5	3.8	3	4	1	2	1	-1
CCC(C(=O)O)n1c2ccccc2c2cn[nH]c(=O)c21 (configuration not stated)	-1	7	-0.3	1	2	2	1	0	2
O=C(Nc1ccccc1)c1cccc(S(=O)(=O)NCc2ccco2)c1	-2	-2	1.7	-3	8	8	-1	4	-15
CCCCNC(=O)C1C2C=CC(C2)C1C(=O)O (configuration not stated)	-2	-6	-2.5	-5	-1	13	-19	-4	-8
CCCC(NC(=S)NCC1CCCO1)C12CC3CC(CC(C3)C1)C2 (configuration not stated)	2	5	1.5	-5	-7	6	-5	2	3
CCOC(=O)c1ccc(NC(=O)CNNC(=O)COc2ccccc2C)cc1	·	·	·	-4	12	1	6	·	3
C=CCn1c2ccccc2c(=O)c2cc(C#CC[C@@H](C)O)ccc21	·	·	0.1	-10	-4	1	3	3	-2
Nc1ccccc1C(=O)Nc1cccc(C(=O)O)c1	-1	0	0.3	-10	-6	1	8	0	-2
CCOc1ccc(C=NC23CN4CN(CN(C4)C2)C3)cc1	-2	-5	1.3	0	6	2	3	-1	95
CCOC(=O)C1CCN(C(=O)c2cc3ccccc3oc2=O)CC1	3	-2	-1.3	-1	1	0	3	0	3
COc1ccc(Nc2cc3n(c(=O)n2)CCc2cc(OC)c(OC)cc2-3)c(C)c1	3	-4	-1.9	1	3	0	-2	2	-13
Remaining list, next part.
SMILES	Fh CTSL1 inh	HCV core dimer	PP5 primary	proCasp7 act	procasp3 activ	GRK2 aptamer HTS	VLA-4 inh	PP1 counter	JMJD2C inh
Cn1c(O)c(N=NC(=N)N)c2ccccc21	1	-6	1.3	1	3	0	9	0	0
COc1ccc(C(=O)NCCN2CCOCC2)cc1S(=O)(=O)Nc1ccc(C)cc1	·	·	0.1	1	-2	0	4	-2	-3
CCC1(CC)Cc2ccccc2-c2nc3ccccc3c(=O)n21	9	7	2.6	1	-1	1	6	1	-5
Cc1ccc(S(=O)(=O)N/N=C\c2ccc([N+](=O)[O-])o2)cc1C	0	-6	2.4	-8	-1	2	-13	2	4
Cn1c(C(=O)Nc2ccccc2)cc2sccc21	-2	5	0.4	3	9	1	-3	-3	-1
O=C(Cn1cnc2scc(-c3ccc(Br)cc3)c2c1=O)N1CCOCC1	-2	-6	1.2	-5	-5	1	2	-2	3
C=CCN(C(=O)c1csnn1)C(C(=O)NC1CCCC1)c1ccccc1 (configuration not stated)	0	-2	-0.8	1	-7	0	6	0	-20
O=C(c1scc2c1CCCC2)N1CCCCC1	-9	-9	0.9	-3	-6	0	6	-1	1
O=C(Nc1cccc2c1CCCC2)c1cccc(F)c1	-1	-3	3.7	2	2	0	2	1	47
CSCCC(NC(=O)c1cccc(C)c1)C(=O)OCC(=O)Nc1c(C)nn(-c2ccccc2)c1C (configuration not stated)	10	2	3.8	6	-6	1	-2	-6	1
CC(=O)C(Sc1ccc2nnc(-c3cccnc3)n2n1)C(C)=O	4	-3	-0.3	-7	-2	3	-25	1	-13
CN(C1CCCCC1)C(CNS(=O)(=O)c1ccc(Cl)cc1)c1ccccc1 (configuration not stated)	-1	-3	-2.3	1	6	2	8	-3	5
COc1cc(Nc2ccc(C(=O)O)cc2[N+](=O)[O-])cc(OC)c1	-4	-8	0.3	-5	-12	2	-7	4	-11
CCN(CCCNC(=O)CC(C(=O)N1CCc2ccccc21)n1ccnc1)c1ccccc1 (configuration not stated)	-1	-8	3.4	7	8	0	34	8	-1
O=C(O)c1ccccc1C(=O)Nc1c(-c2ccccc2)nc2ccccn12	0	-4	1.9	14	2	0	4	-1	-7
O=C(COc1ccc(Br)cc1)NC(=S)Nc1ccccc1N1CCOCC1	-1	0	3.3	10	10	0	-7	0	2
C=CCOC(=O)/C(=C/c1cccnc1)NC(=O)c1ccccc1	-1	-6	2.9	2	-8	0	4	0	2
COc1cc2nc(=S)n3[nH]c(CCn4c(C)nc5ccccc54)nc3c2cc1OC	4	-7	-0.1	-8	-11	3	2	-1	8
O/N=C\c1cccn1-c1ccc(Br)cc1	-2	15	1.0	8	0	0	29	0	-3
O=C1C(NS(=O)(=O)c2cccs2)=C(N2CCN(c3ccccc3)CC2)C(=O)c2ccccc21	-2	9	-1.4	9	2	0	-7	-2	-1
Cc1ccc(NC(=O)C2CCN(S(=O)(=O)c3cnc[nH]3)CC2)cc1C	-3	-7	0.8	10	9	0	7	-2	11

Already shown: 5 of the compounds above.
SMILES	Fh CTSL1 inh	HCV core dimer	PP5 primary	proCasp7 act	procasp3 activ	GRK2 aptamer HTS	VLA-4 inh	PP1 counter	JMJD2C inh
C=CCOC(=O)/C(=C/c1cccnc1)NC(=O)c1ccccc1	-1	-6	2.9	2	-8	0	4	0	2
COc1cc2nc(=S)n3[nH]c(CCn4c(C)nc5ccccc54)nc3c2cc1OC	4	-7	-0.1	-8	-11	3	2	-1	8
O/N=C\c1cccn1-c1ccc(Br)cc1	-2	15	1.0	8	0	0	29	0	-3
O=C1C(NS(=O)(=O)c2cccs2)=C(N2CCN(c3ccccc3)CC2)C(=O)c2ccccc21	-2	9	-1.4	9	2	0	-7	-2	-1
Cc1ccc(NC(=O)C2CCN(S(=O)(=O)c3cnc[nH]3)CC2)cc1C	-3	-7	0.8	10	9	0	7	-2	11
